# 14-3-3g Raf – 14-3-3 gamma protein interaction modulation. FP, 14-3-3gamma / TMR-pS259-Raf peptide binding. inhibition, % at 40 µM. actives 0.19% (n = 160,000). AID 422; in the data active = inhibition above about 30%;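 note: 0% = protein plus tracer without compound and 100% = blank with tracer alone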
# Target sequence (P61981 whole entry, looked up): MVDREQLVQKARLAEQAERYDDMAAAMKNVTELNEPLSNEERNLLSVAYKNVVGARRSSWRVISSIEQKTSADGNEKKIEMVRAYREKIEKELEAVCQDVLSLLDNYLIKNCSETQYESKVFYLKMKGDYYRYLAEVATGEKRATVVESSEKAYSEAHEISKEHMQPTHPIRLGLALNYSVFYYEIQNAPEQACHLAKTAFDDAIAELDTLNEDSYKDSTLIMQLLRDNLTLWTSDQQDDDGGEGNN
# * marks the source's active call; other numbers are inactive results; & = joins results of further samples. These rows are one share of the data. The share of hits here may be higher or lower than overall.
SMILES,14-3-3g Raf
CCn1c(C(=O)O)c(CC(=O)N2CCN(C)CC2)c2ccccc21,3
CCC(=NCCCN1CCOCC1)c1c(O)n(Cc2ccccc2)c(=O)[nH]c1=O,-3
Cc1c2cnn(CC(=O)N3CCC4(CC3)OCCO4)c(=O)c2c(C)n1Cc1ccccc1,-4
CCOC(=O)c1c(C)n(Cc2ccco2)c2ccc(O)cc12,-4
O=[N+]([O-])c1c(NCCO)ccc2nonc12,-18
CCC1(C)CC(CCNCc2ccccc2)(c2ccc(OC)cc2)CCO1 (centres undefined),-13
COc1ccc(C=Cc2nc3ccccc3c(=O)n2-c2cc(C)cc(C)c2)cc1,-1
Cc1nc2c(-c3ccc(F)cc3)c(C)nn2c(C)c1CCC(=O)N1CCC2(CC1)OCCO2,1
O=[N+]([O-])c1ccc(NCCOc2ccccc2)c2ncccc12,1
Cc1c(N=Cc2c(O)n(CCc3ccccc3)c(=O)[nH]c2=O)c(=O)n(-c2ccccc2)n1C,-12
CCOC(=O)C1CCN(/C=C2/C(=O)NC(=O)N(Cc3ccco3)C2=O)CC1,-10
Cc1cc(S(=O)(=O)NC(C)C)ccc1OCC(=O)N1CCN(Cc2ccc3c(c2)OCO3)CC1,-3
CCCC12CN3CN(C1)CC(CCC)(C3)C2O (centres undefined),4
O=C1NC(=O)N(Cc2ccccc2Cl)C(=O)/C1=C/N1CCOCC1,-14
CC1CCN(c2cc(N3CCNCC3)c([N+](=O)[O-])cc2F)CC1,-14
CC(=O)Nc1ccc(S(=O)(=O)N2CC3CC(C2)c2cccc(=O)n2C3)cc1 (centres undefined),0
Cc1ccc(CN2C(=O)NC(=O)C3(Cc4c(nc5ccccn5c4=O)N4CCCCCC43)C2=O)cc1 (centres undefined),1
Cn1c(C(=O)N2CCC3(CC2)OCCO3)cc2c(=O)n(C)c3ccccc3c21,0
COc1ccc2[nH]c(C)c(CCNCc3cccnc3)c2c1,2
Cc1cc(Cl)ccc1-n1c(C=Cc2ccc(F)cc2)nc2ccccc2c1=O,-3
CCN1CCN(C(=O)Cc2c(C(=O)O)n(C)c3ccccc23)CC1,-2
CC1(C)C(C(=O)Nc2cccnc2)C1(C)C,1
COc1ccccc1N1CCN(C(CNC(=O)Oc2ccccc2)c2cccnc2)CC1 (centres undefined),-22
O=[N+]([O-])c1c(NCCO)cc(Cl)c2nonc12,-11
OCC(Cc1cnc[nH]1)NCc1ccccc1 (centres undefined),0
Cc1cc(OCC(=O)Oc2ccc(Cl)c(C)c2)ccc1Cl,-2
COC1CC2C(Cl)C1NC2(C(F)(F)F)C(F)(F)F (centres undefined),-24
CCC(C)NC(=O)C1c2cc(OC)c(OC)cc2C(=O)N2CCCCC12 (centres undefined),-6
CN(C)c1ccc(NC(=O)CN2C(=O)CN=C(c3ccccc3)c3cc(Cl)ccc32)cc1,-2
CCOC(=O)C1=C(N)OC2=C(C(=O)CC(C)(C)C2)C12C(=O)N(CC(=O)OC)c1ccccc12 (centres undefined),3
O=c1c2ccccc2nc(C=Cc2ccc([N+](=O)[O-])cc2)n1-c1ccc(Br)cc1,3
Cc1ccc(-n2c(C=Cc3ccc(F)cc3)nc3ccccc3c2=O)cc1F,0
C=C1CC[C@@]2(O)[C@H]3Cc4ccc(O)c5c4[C@@]2(CCN3CC2CC2)[C@H]1O5,1
O=c1[nH]c(=O)n(CCc2ccc(F)cc2)c(O)c1C=NCCCn1ccnc1,-6
CC1=C(C(=O)OC(C)C)[C@]2(C(=O)N(CC(N)=O)c3ccccc32)C(C#N)=C(N)O1,6
OC1C2CCCC1C(N1CCCC1)CC2 (centres undefined),-1
Cc1ccnc(-n2c(C)nc3ccccc3c2=O)c1,-3&-3
COc1cc(CNCCc2ccc(F)cc2)cc(OC)c1OC,-9
Cc1ccc(N2C(=O)NC(=O)C3(Cc4ccccc4N4CCCC43)C2=O)cc1 (centres undefined),-9
CCC(=NCc1cccnc1)c1c(O)n(C2CCCCC2)c(=O)[nH]c1=O,-2

# The last two entries of the section above lead into the next.
SMILES,14-3-3g Raf
Cc1ccc(N2C(=O)NC(=O)C3(Cc4ccccc4N4CCCC43)C2=O)cc1 (centres undefined),-9
CCC(=NCc1cccnc1)c1c(O)n(C2CCCCC2)c(=O)[nH]c1=O,-2
CCCCCOc1ccc(C2SCC(=O)Nc3c2c(=O)[nH]n3C2CCCCC2)cc1 (centres undefined),-1
O=C1C2CCN(CC2)C1Cc1ccco1 (centres undefined),-6
COC(=O)C1C2NC(=S)N(c3cccc(Cl)c3)C1(C)Oc1ccc(Br)cc12 (centres undefined),0
Cc1nc2cc(-c3ccccc3)nn2c(C)c1CCC(=O)N1CCC2(CC1)OCCO2,-4
O=C(Nc1ccc2c(c1)OCO2)c1cn(Cc2ccc(F)cc2)nn1,-11
CC1(C)CC(Nc2nc(Cl)c(C#N)c(Cl)c2Cl)CC(C)(C)N1,-5
CC(=O)N(C1=NCCCS1)c1ccc(F)cc1,-11
CNCCc1c[nH]c2ccccc12,0
Cc1ccc(-n2c(=S)[nH]c3ccccc3c2=O)cc1C,-6
Nc1c(C(=O)NCCN2CCOCC2)c2nc3ccccc3nc2n1Cc1ccco1,-20
Cc1ccc(C2SCC(=O)Nc3c2c(=O)[nH]n3C2CCOC(C)(C)C2)cc1 (centres undefined),10
Nc1[nH]ncc1[N+](=O)[O-],-11
O=[N+]([O-])c1cc(F)c(N2CCCC2)cc1N1CCNCC1,-8
CCCCCOc1ccc(C2SCC(=O)Nc3c2c(=O)[nH]n3C(C)C)cc1 (centres undefined),-2
CCC(=NC1CC1)c1c(O)n(C2CCCCC2)c(=O)[nH]c1=O,-9
CC(C)=CCC12CN3CCN(CC(C3)C1=O)C2,9
C=CCN1C(=O)C2(C(C(=O)OCC)=C(N)Oc3c2c(=O)oc2ccccc32)c2ccccc21 (centres undefined),7&-7
CSc1ccc(CN2CCN(C(=O)Cc3ccccc3)CC2)cc1,-4
COc1ccc2[nH]cc(CCNC(C)C)c2c1,2
CCCS(=O)(=O)N1CCCC(C(=O)N2CCC3(CC2)OCCO3)C1 (centres undefined),-8
CC1(C)CC(=O)C=C(NCCN2CCN(C(=O)Cc3ccc(Cl)cc3)CC2)C1,-11
CCOC(=O)C1=C(N)OC(C)=C(C(=O)OC(C)C)C12C(=O)N(CC(=O)OC)c1ccccc12 (centres undefined),-1
CCN(CC)CCCN=Cc1c(O)n(-c2cccc(C)c2C)c(=O)[nH]c1=O,0
O=C(O)c1nn(Cc2ccc(Cl)cc2Cl)c2ccccc12,-8
CCOc1cc(CNCCc2ccc(F)cc2)ccc1OC,-7
COC(=O)c1c(C)n(Cc2ccccc2)c2ccc(O)cc12,-6
O=[N+]([O-])c1cc(Cl)ccc1N1CCNCC1,4
Cn1c(O)c(C=NCCCN2CCCC2=O)c(=O)n(C)c1=O,6
CC(=O)C(C#N)c1ccc(Cl)cc1 (centres undefined),2
Cc1c(C(=O)N2CCC3(CC2)OCCO3)sc2ncnc(N3CCN(c4ccccn4)CC3)c12,-7
CN1CCN(C(=O)COc2ccc3ccccc3c2Br)CC1,4
O=C1CCCC2C3CCCN4CCCC(CN12)C34 (centres undefined),0
Cn1ncnc2c(=O)n(C)c(=O)nc1-2,-2&-2
O=[N+]([O-])c1cccc(C2N3CCCCN23)c1 (centres undefined),-2
O=C(c1ccccc1)c1cc(Cl)ccc1NC(=O)C(F)(F)F,0
c1cc2c(cc1CCNC1C3CC4CC(C3)CC1C4)OCO2 (centres undefined),3
C(#CCN1CCOCC1)COCC=Cc1ccccc1,-2
CCCC(=O)Nc1ccc(N2CCN(CC)CC2)c(Cl)c1,-7
CN1CCC(c2c[nH]c3ccc(O)cc23)CC1,2
CC(=NCCCN1CCOCC1)c1c(O)[nH]c(=O)[nH]c1=O,-7
Cc1ccc2occ(CN3CC4CC(C3)c3cccc(=O)n3C4)c(=O)c2c1 (centres undefined),-3
CN[C@@H]1C[C@@H](c2ccc(Cl)c(Cl)c2)c2ccccc21,-8
Cc1ccc(C)c(NC(=O)CSc2nnc([C@@H](N)Cc3c[nH]c4ccccc34)o2)c1,-6
COc1ccccc1N(CC(=O)NC1CCCCC1)C(=O)c1cnn(C(C)C)c1,-6
O=C(C1CCN(c2nc3ccc(Br)cc3s2)CC1)N1CCC2(CC1)OCCO2,-9
CC1=NN=C(c2ccc(N)cc2)c2cc3c(cc2C1)OCO3,-5
Cc1cc(Cc2cc(C)c(N)c(C)c2)cc(C)c1N,-2
CC(=O)OC1N=C(c2ccccc2)c2ccccc2NC1=O (centres undefined),-9
O=c1c2cc(Cl)ccc2[nH]c(=S)n1-c1ccccc1,0
CCOc1ccccc1-n1c(O)c(C=NCc2ccc3c(c2)OCO3)c(=O)[nH]c1=O,-2
CC1N=C(c2ccccc2)c2ccccc2N(CC(=O)N2CCCC2)C1=O (centres undefined),3
CN(c1ccc(O)cc1)c1ccc([N+](=O)[O-])c2nonc12,-40
CCc1cccc2c(C#N)cn(CC(=O)N3CCOCC3)c12,1
CCOC(=O)C1=C(N)Oc2n[nH]c(-c3cccc([N+](=O)[O-])c3)c2C12C(=O)Nc1ccccc12 (centres undefined),2
CCOC(=O)C1C2NC(=S)N(c3ccc(C)cc3)C1(C)Oc1c(OCC)cccc12 (centres undefined),-3
COc1ccc(OC)c(CN2CCN(C(=O)COc3cccc(C)c3)CC2)c1,-8
O=S(=O)(c1ccc(Cl)cc1)C(Cl)Cl,3
O=[N+]([O-])c1ccc(NCCOc2ccccc2F)c2cccnc12,-2
N[C@@H](Cn1ccc(=O)[nH]c1=O)C(=O)O,4
CC(C)OC12Oc3ccccc3C=C1N1CCC2CC1 (centres undefined),2

# 21 structures from above, sorted by molecular weight, largest number first.
SMILES,14-3-3g Raf
O=C(C1CCN(c2nc3ccc(Br)cc3s2)CC1)N1CCC2(CC1)OCCO2,-9
CCOC(=O)C1C2NC(=S)N(c3ccc(C)cc3)C1(C)Oc1c(OCC)cccc12 (centres undefined),-3
Cc1ccc(C)c(NC(=O)CSc2nnc([C@@H](N)Cc3c[nH]c4ccccc34)o2)c1,-6
CCOc1ccccc1-n1c(O)c(C=NCc2ccc3c(c2)OCO3)c(=O)[nH]c1=O,-2
COc1ccccc1N(CC(=O)NC1CCCCC1)C(=O)c1cnn(C(C)C)c1,-6
COc1ccc(OC)c(CN2CCN(C(=O)COc3cccc(C)c3)CC2)c1,-8
Cc1ccc2occ(CN3CC4CC(C3)c3cccc(=O)n3C4)c(=O)c2c1 (centres undefined),-3
CC1N=C(c2ccccc2)c2ccccc2N(CC(=O)N2CCCC2)C1=O (centres undefined),3
O=[N+]([O-])c1ccc(NCCOc2ccccc2F)c2cccnc12,-2
CCCC(=O)Nc1ccc(N2CCN(CC)CC2)c(Cl)c1,-7
CCc1cccc2c(C#N)cn(CC(=O)N3CCOCC3)c12,1
CC(=NCCCN1CCOCC1)c1c(O)[nH]c(=O)[nH]c1=O,-7
CC1=NN=C(c2ccc(N)cc2)c2cc3c(cc2C1)OCO3,-5
CN[C@@H]1C[C@@H](c2ccc(Cl)c(Cl)c2)c2ccccc21,-8
O=c1c2cc(Cl)ccc2[nH]c(=S)n1-c1ccccc1,0
CN(c1ccc(O)cc1)c1ccc([N+](=O)[O-])c2nonc12,-40
C(#CCN1CCOCC1)COCC=Cc1ccccc1,-2
O=S(=O)(c1ccc(Cl)cc1)C(Cl)Cl,3
Cc1cc(Cc2cc(C)c(N)c(C)c2)cc(C)c1N,-2
CN1CCC(c2c[nH]c3ccc(O)cc23)CC1,2
N[C@@H](Cn1ccc(=O)[nH]c1=O)C(=O)O,4

# The listing continues:
SMILES,14-3-3g Raf
COc1cccc(-c2nc(CS(=O)CC(=O)N3CCC4(CC3)OCCO4)c(C)o2)c1 (centres undefined),5
CCCCC/C=C\C/C=C\C/C=C\C/C=C\CCCC(=O)NCC(=O)O,-74
CN(C)CCN=Cc1c(O)n(-c2cccc3ccccc23)c(=O)[nH]c1=O,-12
CC1N=C(c2ccccc2)c2ccccc2N(CCCOc2ccc(F)cc2)C1=O (centres undefined),4
Cc1ccccc1-n1c(O)c(C=NCCN2CCOCC2)c(=O)[nH]c1=O,1
CC1(C)CC(=O)C(C=NCCN2CCN(C(=O)Cc3ccc(Cl)cc3)CC2)=C(O)C1,-4
Cc1ccc2cc3cc(C(=O)N4CCC5(CC4)OCCO5)oc3nc2c1,-10
CCSc1nc2ccccc2c(=O)n1-c1ccccc1,-5
COCCOC(=O)C1=C(C)OC(N)=C(C(=O)OC)C12C(=O)Nc1ccccc12 (centres undefined),0
COc1ccc(CC2c3cc(OC)c(OC)cc3CCN2C)cc1OC (centres undefined),-5
Cc1cccc(C)c1NC1=NCCCCS1,1
CCOC(=O)CN1C(=O)CN=C(c2ccccc2)c2cc(Cl)ccc21,-3
Cc1n[nH]c(C)c1CCN1CCOCC1,-7
O=C1c2ccccc2C(=O)N1Cc1nc2ccccc2c(=O)n1-c1cccnc1,-1
CCn1cnc2c(Nc3cccc(Cl)c3)nc(N[C@@H]3CCCC[C@@H]3N)nc21,0
OCCN(CC#CC(O)(c1ccccc1)C1CCCC1)CCO (centres undefined),-2
Cn1c(O)c(C=NCc2cccs2)c(=O)n(C)c1=O,3
O=c1c2ccccc2nc(C=Cc2ccccc2Cl)n1-c1ccccc1O,-72
C=CC(C)C(C(=O)c1ccccc1)N(C)C (centres undefined),-10
O=C(COc1ccc(S(=O)(=O)N2CCCCC2)cc1)N1CCN(Cc2ccccc2)CC1,-2
CCN(CC)c1ccc(N=Cc2c(O)n(CCC3=CCCCC3)c(=O)[nH]c2=O)cc1,-3
O=c1[nH]c(=O)n(-c2cccc(Cl)c2)c(O)c1C=NCCCN1CCOCC1,-4
O=C(c1ccncc1)C12CN3CN(CN(C3)C1)C2,-2
COc1ccc(OC)c(CC(=O)O)c1,2
CCCN(CCC)[C@H]1CCc2c(F)ccc(O)c2C1,5
COc1ccc(CCn2c(O)c(C=NCc3cccnc3)c(=O)[nH]c2=O)cc1OC,3
CCC(=O)c1c(O)n(C2CCCCCC2)c(=O)[nH]c1=O,-25
CC1(C)C(c2ccccc2)=NC(c2cccnc2)N1O (centres undefined),5
C/C(CCc1c[nH]c2ccccc12)=N\O,-2
COc1ccccc1N1C(=O)NC(=O)C2(Cc3cc(C)ccc3N(C)C2)C1=O (centres undefined),1
CCC1(C(=O)c2ccccc2)C2c3cc(Br)ccc3OC(=O)C21C(=O)OC (centres undefined),5
CN(C)CC#CCOCCOCCC#N,-4
Cc1nc2c(c(C)nn2-c2ccccc2)c(C)c1CCC(=O)N1CCC2(CC1)OCCO2,2
CCC(CC)N1CCN(Cc2ccccc2F)CC1,0
Clc1ccc2nnnn2n1,8

# Source: PubChem
